Screens from PubChem BioAssay.
E coli growth: bacterial growth inhibition, counter-screen for AddAB inhibitors; E. coli V3065 growth, OD600 absorbance, 18 h; inhibition, % at 11.9 µM; 0.27% of 330,000 active;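 active means inhibition above the campaign's mean inhibition across all tested compounds plus 3 SD, cut at about 9.9% in these data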;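 further: uninfected addAB+ strain grown without phage in ampicillin broth; 0% = DMSO wells and 100% = ciprofloxacin 0.95 µg/ml wells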
Arrestin-AP2 inh: inhibitors of human beta-arrestin and AP2 interaction; FITC-arrestin peptide / GST-AP2 beads, flow cytometry; AP2 beta2 appendage carries R879A mutation; 0.31% of 340,000 active; inhibition, % at 10 µM; AID 504490;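 active means inhibition above a set limit, near 3 SD of compounds lacking own fluorescence, cut at about 54% in these data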;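 further: plate controls were DMSO wells for no effect and 5 µM unlabelled arrestin peptide for full effect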
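System: GST-AP2 R879A glutathione beads | Also added: FITC-arrestin peptide, 50 nM | Times: 12 min plus 1 h, RT | Signal: Bead flow cytometry, FITC channel | Buffer or medium: PBS with 0.05% Tween 20 and 0.1% BSA | Read-out basis: Percent drop in bead-associated FITC signal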
Tat transport: blocks Tat-dependent protein export in E. coli. E. coli MC4100 TorA-mCherry Tat export, fluorescence. inhibition, % at 10 µM. 0.036% of 340,000 active. AID 488895;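 active means mean replicate inhibition at least 50% and at least half of replicates individually reaching 50%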;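 further: exported cargo escapes ClpAP degradation while cytoplasmic cargo is degraded and loses fluorescence; 0% = median of neutral control wells and 100% = median of NaSCN control wells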
phage Ecoli inh: E. coli growth loss with phage present | growth absorbance | inhibition, % at 11.9 µM | 0.26% of 360,000 active; in the data active means inhibition above about 11%
AddAB inh: less growth of phage-infected E. coli with AddAB. 0.29% of 330,000 active. E. coli expressing H. pylori AddAB, absorbance growth. inhibition, % at 11.9 µM. AID 435030; in the data active means inhibition above about 12%;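 further: 0% = vehicle wells of infected cells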
PfHsp90 yeast 2: reduces growth (ATP signal) of yeast expressing P. falciparum Hsp90; 0.32% of 310,000 active; AID 504621; inhibition, % at 9.4 µM; S. cerevisiae expressing PfHsp90, BacTiter-Glo ATP, 48 h; yeast lacking PDR1 and PDR3 efflux regulators;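 active means every replicate shows inhibition above about 80%, whatever the replicate mean, limit read from the data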;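 further: 0% = DMSO neutral controls and 100% = 20 µM radicicol positive controls; yeast relying on Plasmodium falciparum Hsp90 in place of its own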
Mot1-301 SUMO: inhibitors of SUMOylation pathway: yeast Mot1-301 growth rescue; S. cerevisiae Mot1-301 growth rescue, ATP luminescence, 38.5C; percent above DMSO median, 100 means doubled; growth rescue, % at 18.8 µM; 1% of 320,000 active; AID 2716;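 active means every valid replicate shows activation above 250% relative to neutral control wells; inactive means the rest, any valid replicate at or below 250%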;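 further: OY570 slx delta 5 strain wells were the positive control but not used for scaling; some compounds called inactive have numbers as strong as hits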
PKA-R1A activ: activates the PKA-R1A holoenzyme complex; P00514+P68181; PKA-R1A dissociation, Cy5-IP20 fluorescence polarization; scaled: DMSO 0%, 113 µM cGMP 100%; activation, % at 11.4 µM; 0.083% of 340,000 active; AID 504707;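 active means percent activation above the mean of all tested compounds plus 3 SD, cut at about 19% in these data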;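 further: higher means more PKAc released from R1A so a rise in polarization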
Pemphigus Ab inh: blocks pemphigus antibody binding to human desmoglein-3; binding (percent of control), % at 10 µM; P32926; 0.48% of 310,000 active; DSG3-coupled beads, scFv-anti-DSG3-GFP binding, flow cytometry; stronger effect = lower value;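 active means binding more than 3 SD below its plate's average and above zero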;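 further: hits lower antibody fragment binding to DSG3; some compounds called inactive have numbers as strong as hits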
MOR-DOR inv ag: mu-delta opioid heterodimer inverse agonism. P35372+P41143. 0.21% of 340,000 active. cell-based MOR-DOR heterodimer luminescence. inhibition, % at 9.3 µM; in the data active means inhibition above about 22%, passing the limit was not always enough;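 further: 0% = cells with DMSO and 100% = wells without cells with DMSO; values of inactives mirror those of a sister screen read the other way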
Target sequence (P35372 whole entry, looked up): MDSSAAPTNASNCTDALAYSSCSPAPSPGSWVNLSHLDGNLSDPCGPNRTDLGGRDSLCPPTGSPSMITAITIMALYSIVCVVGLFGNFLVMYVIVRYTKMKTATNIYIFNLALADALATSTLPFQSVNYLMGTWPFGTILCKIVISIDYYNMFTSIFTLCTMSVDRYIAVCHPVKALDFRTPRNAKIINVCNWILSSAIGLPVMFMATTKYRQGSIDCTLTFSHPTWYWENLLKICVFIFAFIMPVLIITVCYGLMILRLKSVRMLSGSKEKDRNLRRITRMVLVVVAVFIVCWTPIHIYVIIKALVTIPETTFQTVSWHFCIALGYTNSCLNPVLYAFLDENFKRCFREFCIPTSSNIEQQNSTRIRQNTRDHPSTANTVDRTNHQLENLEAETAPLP
Target sequence (P41143 whole entry, looked up): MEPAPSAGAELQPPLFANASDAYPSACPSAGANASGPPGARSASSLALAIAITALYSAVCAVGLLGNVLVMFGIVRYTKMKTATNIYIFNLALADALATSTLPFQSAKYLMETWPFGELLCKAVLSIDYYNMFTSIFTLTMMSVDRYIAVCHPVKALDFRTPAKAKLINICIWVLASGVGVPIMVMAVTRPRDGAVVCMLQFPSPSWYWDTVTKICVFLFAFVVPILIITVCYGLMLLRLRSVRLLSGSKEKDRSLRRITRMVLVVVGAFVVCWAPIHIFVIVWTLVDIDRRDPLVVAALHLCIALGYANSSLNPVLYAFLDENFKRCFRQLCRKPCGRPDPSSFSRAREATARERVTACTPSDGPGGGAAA
OPRM1-OPRD1 ag: agonists of human mu-delta opioid receptor heterodimerization; P35372+P41143; cells, OPRM1-OPRD1 heterodimerization, luminescence; activation, % at 9.3 µM; 0.3% of 340,000 active; AID 504326; in the data active means activation above about 18%;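 further: 0% = vehicle-treated cells and 100% = reference agonist; values of inactives mirror those of a sister screen read the other way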
Numbers without * were called inactive; / = not tested or not shown. Compounds as they come; 2.8% or so of the library scored in one or more.

SMILES	E coli growth	Arrestin-AP2 inh	Tat transport	phage Ecoli inh	AddAB inh	PfHsp90 yeast 2	Mot1-301 SUMO	PKA-R1A activ	Pemphigus Ab inh	MOR-DOR inv ag	OPRM1-OPRD1 ag
CC(C)(C)C(=O)/C=c1\[nH]c(=O)/c(=C\c2ccc(C#N)cc2)s1	-6.6	18	-10	1.4	-1.4	-23	157	-3	103	14	-2.7
COc1ccccc1OCCC(=O)NNC(=O)c1ccccc1F	-0.7	1	-1	6.7	-0.8	-7	-3	6	101	7	-1.7
CCc1cc2ccc(OC)cc2nc1SCC(=O)Nc1cc(C)on1	-0.3	-1	-4	2.3	2.1	-5	7	7	/	-99	22*
COc1cccc(/C=N/NC(=O)CNC(=O)c2ccncc2)c1O	-5.3	2	8	1.2	-2.2	1	11	-1	/	5	-1.0
Cc1ccc(NC(=O)CNC(c2ccccc2)c2ccccc2)c(F)c1	-0.1	-8	10	5.0	5.2	-44	-14	-5	83	-23	3.6
COc1ccc(-c2nn(-c3ccccc3)cc2C(=O)Nc2cccc(S(=O)(=O)NC3=NCCC3)c2)cc1	1.0	17	-1	0.1	1.0	-9	-8	7	111	4	-0.9
O=C(Cc1cccs1)Nc1nc2c(ccc3ccccc32)s1	2.7	-6	1	0.9	-1.3	-13	17	-11	109	-29	5.2
CCOc1ccc(C(=O)N(c2ccccn2)C2CCCCC2)cc1	0.1	20	-4	0.5	0.4	9	/	-10	103	11	-2.1
CN(C)C1(CNC(=O)C2CCN(S(=O)(=O)c3ccccc3C(F)(F)F)CC2)CCCCC1	-1.7	-7	-1	2.1	-0.8	-4	1	-3	103	0	-0.1
COc1ccccc1NC(=O)CSc1nc2c(oc3ccccc32)c(=O)n1C	-0.7	-2	0	-1.7	4.2	-22	-3	0	/	17	-3.2
Cc1ccc2c3c(c(SCC(=O)Nc4nonc4C)nc2c1)CCCC3	0.2	5	1	1.3	-0.9	/	-1	0	96	1	-0.2
Cc1cc(C(=O)Nc2ccc(Cl)c(S(=O)(=O)N3CCOCC3)c2)c2ccccc2n1	2.5	-14	-2	-4.0	0.7	1	-18	-9	101	13	-3.4
CC1CC(NC(=O)N(C)C)N(C)C(=O)N1 (stereo unspecified)	0.8	36	-1	3.8	1.4	8	-8	-10	101	14	-3.2
CCOCCn1c(=NC(=O)CSCC(=O)N2CCOCC2)sc2cc(OC)ccc21	-1.9	21	-2	-0.1	-2.3	10	-17	6	108	-1	0.2
CC1CN(c2sc(S(C)(=O)=O)nc2S(=O)(=O)c2ccc(Cl)cc2)CC(C)O1 (stereo unspecified)	1.1	0	3	0.0	3.4	-7	77	-4	75*	2	-0.4
Cc1ccccc1N1CC(=O)N(c2ccccc2C)CC1=O	-2.1	0	-8	-1.4	0.9	6	-9	-6	116	-16	2.6
COc1ccc(OC)c(CNC(=O)CCCc2cn(C)c3ccccc23)c1	-0.7	14	11	2.1	0.6	-18	1	-5	105	-6	1.0
Cc1ccc(S(=O)(=O)N(C)c2ccc(OCC(=O)N3CCCCC3)cc2)cc1	-0.4	-2	0	1.8	0.2	13	3	3	103	-5	0.9
COc1ccc(C(=O)/C=C/Nc2ccc(S(=O)(=O)Nc3onc(C)c3C)cc2)cc1	5.8	2	23	7.2	12	-15	8	-11	101	7	-1.2
c1ccc(-c2noc(-c3ccc4ccccc4c3)n2)nc1	-1.4	8	-6	/	-0.2	30	-33	0	93	-1	0.1
COc1ccc(Cl)cc1C(=O)NNC(=O)c1cccs1	1.9	-1	-7	3.0	-0.1	23	13	-1	95	10	-2.2
CC(C)CN1C(=O)C(=Nc2cccnc2)c2ccccc21	0.2	4	7	0.6	-1.2	-16	/	-1	100	16	-3.1
CCN(CC(=O)Nc1ccc(OC)cc1)C(=O)Cc1ccc(OC)c(S(=O)(=O)N2CCOCC2)c1	-2.6	-6	4	2.8	-0.3	1	47	-6	97	-4	0.9
NS(=O)(=O)c1ccc(NC(=O)c2cc(-c3cc(Cl)ccc3O)n[nH]2)cc1	/	-20	6	4.0	/	-14	-1	-9	107	-3	0.6
CCN(C(=O)COc1ccc(C)cc1OC)c1cccc2ccccc12	0.8	8	-9	2.7	-0.1	-5	-6	4	120	-14	2.6
COc1ccc(C(=O)NCC(c2ccco2)N2CCc3ccccc32)cc1OC (stereo unspecified)	-0.5	4	6	1.8	-1.2	/	20	-8	/	4	-0.7
CN(C(=O)COC(=O)c1ccc2c(c1)OCCO2)C1CCCCC1	/	-9	-1	2.7	/	/	/	6	100	14	-2.6
COCCn1c(C)cc2c(c1=O)C(c1ccccc1F)C(C#N)=C(N)O2 (stereo unspecified)	-2.1	-1	0	4.2	3.3	-8	-6	-2	99	11	-2.1
CC(=O)Nc1cccc(OCC(O)Cn2c(C)nc3ccccc32)c1 (stereo unspecified)	-2.7	8	-2	3.6	0.2	9	655*	-10	102	12	-2.8
Cc1noc(-c2ccccc2)c1NC(=O)Nc1ccc(Cl)cc1	0.1	9	0	6.1	-0.2	9	-7	-2	104	-9	1.8
CN1CCN(c2ccc(NC(=O)COc3cccc4ccccc34)cc2)CC1	-0.4	-10	5	2.7	3.3	4	189	1	110	-141	25*
Cc1ccc2c(Cl)cc(Cl)c(OCC(=O)N3CCCC3)c2n1	-4.2	-9	-2	2.3	-2.3	-46	-10	8	103	8	-1.5
S=c1[nH]nc(C2CCCCC2)n1/N=C/c1ccco1	-2.5	-4	-5	-0.8	-2.9	4	-24	-15	77	15	-3.0
O=C(CCn1cnc2ccccc21)N/N=C/C=C/c1ccccc1	-2.1	7	-1	-1.5	1.1	7	-9	/	99	/	/
COC(=O)c1ccc(NC(=O)Cn2nnc3ccccc32)cc1	6.5	-3	3	5.2	7.8	-11	763	4	118	7	-1.6
Oc1ccc(N=Nc2ccccc2)o1	-0.7	-15	-25	1.5	-0.2	9	313*	-6	91	-3	0.7
O=C(NNCc1ccccc1)c1ccccc1	/	2	-9	3.7	/	40	/	4	99	14	-3.1
CC1CCN(C(=O)COc2cccc3c2CCN(C)C3=O)CC1	-1.1	1	-6	1.4	-0.5	/	180	13	112	7	-1.5
CN1CCc2nc3ccc(Cl)cc3c(-c3ccccc3Cl)c2C1	-0.9	10	1	0.1	1.9	9	2	5	/	3	-0.5
O=S(=O)(c1ccc(N2CCOCC2)c(Cl)c1)N1CCOCC1	0.3	17	4	1.2	1.8	51	233	0	/	2	-0.3
COc1ccc(CC(=O)Nc2ncc([N+](=O)[O-])s2)cc1OC	2.0	11	-2	1.4	4.6	/	-3	-11	107	10	-1.8
CC(C)=NOc1nc(NC(=O)NS(=O)(=O)c2ccccc2Cl)nc(N(C)C)n1	-3.8	12	1	3.3	-1.6	-4	-2	-16	96	5	-0.9

Gathered by group, those above containing a Cl atom (nine)
SMILES	E coli growth	Arrestin-AP2 inh	Tat transport	phage Ecoli inh	AddAB inh	PfHsp90 yeast 2	Mot1-301 SUMO	PKA-R1A activ	Pemphigus Ab inh	MOR-DOR inv ag	OPRM1-OPRD1 ag
Cc1cc(C(=O)Nc2ccc(Cl)c(S(=O)(=O)N3CCOCC3)c2)c2ccccc2n1	2.5	-14	-2	-4.0	0.7	1	-18	-9	101	13	-3.4
CC1CN(c2sc(S(C)(=O)=O)nc2S(=O)(=O)c2ccc(Cl)cc2)CC(C)O1 (stereo unspecified)	1.1	0	3	0.0	3.4	-7	77	-4	75*	2	-0.4
COc1ccc(Cl)cc1C(=O)NNC(=O)c1cccs1	1.9	-1	-7	3.0	-0.1	23	13	-1	95	10	-2.2
NS(=O)(=O)c1ccc(NC(=O)c2cc(-c3cc(Cl)ccc3O)n[nH]2)cc1	/	-20	6	4.0	/	-14	-1	-9	107	-3	0.6
Cc1noc(-c2ccccc2)c1NC(=O)Nc1ccc(Cl)cc1	0.1	9	0	6.1	-0.2	9	-7	-2	104	-9	1.8
Cc1ccc2c(Cl)cc(Cl)c(OCC(=O)N3CCCC3)c2n1	-4.2	-9	-2	2.3	-2.3	-46	-10	8	103	8	-1.5
CN1CCc2nc3ccc(Cl)cc3c(-c3ccccc3Cl)c2C1	-0.9	10	1	0.1	1.9	9	2	5	/	3	-0.5
O=S(=O)(c1ccc(N2CCOCC2)c(Cl)c1)N1CCOCC1	0.3	17	4	1.2	1.8	51	233	0	/	2	-0.3
CC(C)=NOc1nc(NC(=O)NS(=O)(=O)c2ccccc2Cl)nc(N(C)C)n1	-3.8	12	1	3.3	-1.6	-4	-2	-16	96	5	-0.9
